Eya2 inh = blocks the phosphatase activity of human Eya2; Potency, µM (top dose mostly 76.9 µM), without a hit: at the top dose activity, negative = inhibition, hits mostly inhibitors; 0.006% of 330,000 active; O00167; recombinant Eya2, OMFP fluorescence dephosphorylation (OMFP is methylfluorescein phosphate); note: potency is the fitted concentration of half-maximal effect; % is set by controls: 0 for no effect and ±100 for the full control effect
Target sequence (O00167 whole entry, looked up): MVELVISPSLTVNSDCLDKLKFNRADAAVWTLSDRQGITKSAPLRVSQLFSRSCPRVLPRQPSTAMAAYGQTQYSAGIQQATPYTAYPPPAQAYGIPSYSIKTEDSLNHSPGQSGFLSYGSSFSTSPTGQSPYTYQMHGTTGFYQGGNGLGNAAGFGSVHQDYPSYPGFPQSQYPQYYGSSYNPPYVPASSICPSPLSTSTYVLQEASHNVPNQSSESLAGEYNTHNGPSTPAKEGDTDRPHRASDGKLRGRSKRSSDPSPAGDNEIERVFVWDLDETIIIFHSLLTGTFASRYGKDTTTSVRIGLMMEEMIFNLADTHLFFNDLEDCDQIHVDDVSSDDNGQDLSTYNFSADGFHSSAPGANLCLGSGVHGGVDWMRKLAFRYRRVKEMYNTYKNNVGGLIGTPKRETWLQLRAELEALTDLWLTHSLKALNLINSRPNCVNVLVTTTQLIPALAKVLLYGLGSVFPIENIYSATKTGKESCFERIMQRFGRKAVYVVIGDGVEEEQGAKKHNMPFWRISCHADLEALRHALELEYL
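Eya2 protein (added as 0.2 uM solution) was preincubated with compound for 10 min at ambient temperature in 50 mM HEPES pH 7.5, 50 mM NaCl, 5 uM MgCl2, 0.05% BSA, 1 mM DTT. OMFP (added at 50 uM) then reacted 10 min; fluorescence read at 485/525 nm.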
PKM2 activator = increases activity of human pyruvate kinase M2 | 0.34% of 260,000 active | purified PKM2, Kinase-Glo ATP luminescence, activation; response scale: 0% is enzyme alone, no compound | Potency, µM (top dose mostly 57.5 µM), for the others: top-dose activation, usual class: activators; note: potency is the fitted concentration of half-maximal effect; % is set by controls: 0 for no effect and ±100 for the full control effect; nearly all actives have a fitted effect of over 55% in size
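Purified hPK-M2 (>95%) run at intermediate activity with 0.1 mM ADP and 0.5 mM PEP in 50 mM imidazole pH 7.2, KCl, MgCl2; 1 h room temperature. ATP formed read by Kinase-Glo luminescence; normalized to uninhibited and no-enzyme controls.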
USP2a inh = inhibitors of human ubiquitin-specific protease USP2a | Potency, µM (titrated, usually from 38.3 µM), inactives show at the highest dose activity change, negative = inhibition, hits mostly inhibitors | 0.01% of 330,000 active | O75604 | USP2 core, Ub-CHOP2 coupled fluorogenic reporter, 485/531;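 note: potency is the fitted concentration of half-maximal effect; plate controls were DMSO wells for no effect and full inhibition by NEM control for full effect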
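Deubiquitinase activity read as fluorescence (485/531 nm) after Ub-CHOP2 cleavage activates the enterokinase reporter on its substrate; USP2 core 10nM, Ub-CHOP2 and substrate 25nM each, 30min compound preincubation then 60min RT; data normalized to NEM, curves fitted.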
Mito fusion yeast = mitochondrial division inhibition or fusion activation | AID 485298 | 0.23% of 320,000 active | Potency, µM (highest dose often 46.1 µM), for the others: at the highest dose growth rescue (activation), actives largely listed as activators | S. cerevisiae fusion-defective mutant growth rescue, CellTiterGlo 48 h;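 note: potency is the fitted concentration of half-maximal effect; % of control where 0% means no effect; nearly all actives have a fitted effect of over 45% in size; temperature-sensitive fusion mutants such as fzo1-1 at 37 °C on non-fermentable ethanol glycerol medium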
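Luminescent cell viability in 1536-well qHTS format served as the measure of rescued growth in ts fusion-mutant S. cerevisiae cultured on non-fermentable YPEG for 48 hours at 37C.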
TSHR antag = human thyrotropin receptor antagonism; activity change, negative = inhibition, % at 11.5 µM; 0.2% of 330,000 active; TSHR-expressing cells, TSH-stimulated cAMP HTRF, 2 h; active compounds read low;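 active = activity change below a set negative limit, meaning inhibition stronger than a set level, cut at about -70% in these data; inconclusive = activity change between two set negative limits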; note: % is set by controls: 0 for no effect and ±100 for the full control effect
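Read-out is FRET at 665 nm (cryptate excitation 337 nm) from a cryptate-tagged anti-cAMP antibody, competed by cell cAMP against cAMP-d2. Compounds are tested on freshly harvested TSHR cells challenged with 4nM TSH (EC80) for 2 hours at 37 deg C.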
S-ASM inh = human S-ASM enzyme inhibition. AID 504937. placental ASM, HMU-PC fluorogenic substrate, 60 min. 0.006% of 340,000 active. Potency, µM (series often up to 57.5 µM), inactives show at the highest dose activity change, negative = inhibition, actives largely listed as inhibitors. P17405; note: potency is the fitted concentration of half-maximal effect
Target sequence (P17405 47-631 limits assumed): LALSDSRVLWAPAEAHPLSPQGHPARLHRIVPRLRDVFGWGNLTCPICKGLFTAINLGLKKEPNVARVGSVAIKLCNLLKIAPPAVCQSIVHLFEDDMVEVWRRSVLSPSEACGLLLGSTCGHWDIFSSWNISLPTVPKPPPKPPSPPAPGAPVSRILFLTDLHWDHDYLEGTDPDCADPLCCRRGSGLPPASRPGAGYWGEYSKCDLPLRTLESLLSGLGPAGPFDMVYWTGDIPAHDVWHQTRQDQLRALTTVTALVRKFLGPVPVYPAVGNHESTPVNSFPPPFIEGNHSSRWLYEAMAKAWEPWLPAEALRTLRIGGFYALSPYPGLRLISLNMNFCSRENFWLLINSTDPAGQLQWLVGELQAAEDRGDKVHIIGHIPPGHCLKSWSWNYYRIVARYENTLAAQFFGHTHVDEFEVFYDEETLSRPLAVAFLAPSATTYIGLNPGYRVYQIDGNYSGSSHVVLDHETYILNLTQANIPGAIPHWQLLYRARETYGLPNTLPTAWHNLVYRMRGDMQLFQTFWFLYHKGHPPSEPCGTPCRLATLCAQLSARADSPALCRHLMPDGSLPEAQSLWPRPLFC
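HMU-PC0 cleavage (9 uM final) by human placental ASM, 60 min at 37 °C following 10 min compound exposure at RT; stopped at pH 10, fluorescence Ex 386/Em 447 nm.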
MBNL1 CUG block = MBNL1-poly(CUG) RNA binding inhibition | AID 2675 | Potency, µM (series often up to 57.5 µM), inactives show at the top dose activity change, negative = inhibition, usual class: inhibitors | 0.036% of 280,000 active | TR-FRET MBNL1-His/biotin-(CUG)12 binding, 665/545 ratio | Q9NR56; active = well fitted inhibition curve with a large enough effect in the signal ratio, with a control signal flat, not every such curve was filed as active; inconclusive = small, poorly fitted or top-dose-only effect, or effect the other way, or a change in a side signal; inactive = no such curve, though single readings can be large or run the other way; the % refers to the signal ratio; note: potency is the fitted concentration of half-maximal effect; % is set by controls: 0 for no effect and ±100 for the full control effect
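His-tagged MBNL1 binding to biotinylated (CUG)12 RNA was measured by TR-FRET using terbium anti-His antibody (0.055 ng/ul final) and streptavidin-XL665 (5 nM final). Compounds were titrated 92 nM to 58 uM; 60 min at room temperature.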
GALK inhibitor = galactokinase (human) inhibition; Purified GALK, Kinase-Glo residual ATP luminescence; Potency, µM (series often up to 57.5 µM), inactives show at the highest dose activity change, negative = inhibition, usual class: inhibitors; 0.007% of 270,000 active; AID 1868; note: potency is the fitted concentration of half-maximal effect; % is set by controls: 0 for no effect and ±100 for the full control effect
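Quantitative HTS: GALK 5 nM, ATP 35 uM, galactose 100 uM, 1 h room temperature, then luciferase-based ATP detection.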
Menin MLL FP TR = displaces Texas Red mutant MLL peptide from human menin | Menin + Texas Red MLL mutant peptide, fluorescence polarization | Potency, µM (titrated, usually from 61.6 µM), for the others: at the top dose FP activity change, negative = inhibition, usual class: inhibitors | 0.23% of 270,000 active; active = well fitted inhibition curve with a large enough effect in the polarisation, with a control signal flat, not every such curve was filed as active; inconclusive = small, poorly fitted or top-dose-only effect, or effect the other way, or a change in a side signal; inactive = no such curve, though single readings can be large or run the other way; the % refers to the polarisation; note: potency is the fitted concentration of half-maximal effect; % of control where 0% means no effect; many of its hits are not listed in these tables
Chronic BCR inh = blocks chronic active B-cell receptor signaling; Potency, µM (series often up to 46.1 µM), inactives show at the top dose ratio change, negative = lower green/red ratio, most hits filed as inhibitors; ABC-DLBCL IkBa-CBG/CBR reporter, luminescence ratio, 4 h; 0.05% of 340,000 active; AID 493014; active = well fitted inhibition curve with a large enough effect in the signal ratio, with a control signal flat, not every such curve was filed as active; inconclusive = small, poorly fitted or top-dose-only effect, or effect the other way, or a change in a side signal; the % refers to the signal ratio;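 note: potency is the fitted concentration of half-maximal effect; plate controls were basal doxycycline-induced cells for no effect and cells given 10 µM MG132 for full effect; MG132 reads +100%, hits lower the ratio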
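Compounds up to 46 uM were incubated four hours with TMD8 cells whose green CBG68 luciferase is fused to IkappaBalpha; red CBR luminescence normalised the signal, and concentration-effect curves were fitted to fusion, red and ratio data.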
KCNH2 WT inh = blocks the wildtype human KCNH2 potassium channel; activity change, % at 1.84 µM; U2OS, BacMam KCNH2, thallium flux FluxOr; active compounds read low; AID 720551; Q12809; 0.37% of 340,000 active;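 active = maximum activity change below -70%; inconclusive = maximum activity change between -70% and -50%; inactive = maximum activity change above -50%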; note: % is set by controls: 0 for no effect and ±100 for the full control effect
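U2OS cells transduced with wild-type KCNH2 virus are loaded with FluxOr dye for 45 min, and thallium flux is measured in kinetic reads before and after stimulation buffer. Rate constants are normalized to DMSO controls.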
Active calls of the source: *; u = inconclusive; x = not tested or not shown; [ ] = remark or other dose. Unless noted, calls come from the whole dose curve; as a rule, active = well fitted curve in the direction sought with a large enough effect; inconclusive = small, poorly fitted or top-dose-only effect, or another doubt; inactive = no such curve, though single readings can be large; an effect the other way counts as inactive or inconclusive.

SMILES	Eya2 inh	PKM2 activator	USP2a inh	Mito fusion yeast	TSHR antag	S-ASM inh	MBNL1 CUG block	GALK inhibitor	Menin MLL FP TR	Chronic BCR inh	KCNH2 WT inh
O=C(Nc1nc2nccc(-c3ccccc3)n2n1)C(Cl)(Cl)Cl	1.8%	-7.7%	3.5%	10.3%	9.1	4.1%	3.4%	1.0%	-6.1%	-9.4%	1.7
Cc1cc(=O)oc2cc(OCC(=O)Nc3ccc(CN4CCOCC4)cc3)c(Cl)cc12	0.2%	x	2.9%	7.5%	-1.2	-1.6%	-2.7%	9.0%	-13.0%	6.1%	10.7
COc1cc(-c2nnn(CC#N)n2)ccc1OCc1ccccc1	22.0%	22.4%	-4.6%	29.1%	-6.8	-17.9%	1.2%	4.3%	16.7%	-10.2%	4.1
Cc1ccc(C(=O)N/N=C2/NC(=O)CC(C(=O)Nc3ccccc3)S2)cc1 (stereo not drawn)	3.8%	-2.2%	6.2%	-6.4%	-4.2	2.0%	0.8%	-1.0%	21.8%	1.5%	1.4
COCC1CCCCN1C(=O)c1cc(COc2ccc3ncccc3c2)on1 (stereo not drawn)	6.4%	x	-0.4%	15.9%	-27.2	0.0%	1.6%	5.7%	x	0.6%	-10.4
C=CCNC(=S)N1CCC(C(=O)c2ccc(F)cc2)CC1	-10.6%	-3.9%[11.5 µM]	-1.5%	-7.9%	-16.8	-5.0%	1.0%	1.9%	-2.1%	3.0%	14.1
CC(=O)Nc1ccc(NC(=O)C2CCCCC2C(=O)O)cc1 (stereo not drawn)	-1.6%	-13.6%	5.7%	-4.7%	17.6	1.9%	-4.4%	2.5%	8.9%	4.0%	-2.8
COc1ccccc1NS(=O)(=O)c1ccc(-c2cc(C)no2)s1	22.3%	x	0.4%	6.4%	-10.1	-2.6%	14.5%	-0.3%	17.4%	u	-7.1
Cc1ccc(NC(=O)C2(NC(=O)c3cccc(N4C(=O)CSC4c4ccccc4)c3)CCCCC2)cc1 (stereo not drawn)	2.7%	2.7%	-1.2%	-2.8%	-15.9	-1.2%	14.8%	1.8%	0.6%	u	-10.3
C=CCn1c(SCC(=O)NCC(c2ccccc2)N(C)C)nnc1C1CCCCC1 (stereo not drawn)	14.9%	x	2.2%	0.5%	16.2	3.2%	x	x	x	-5.8%	-13.8
COc1ccc(-c2oc3ncnc(NCCCN(C)C)c3c2-c2ccc(OC)cc2)cc1	-9.6%	x	-1.2%	-7.3%	1.1	-8.2%	u	x	33.2%[activator]	u	3.4
CC(C)c1ccc(N(CC(=O)Nc2ccc(S(=O)(=O)N3CCOCC3)cc2)S(C)(=O)=O)cc1	-21.3%	7.4%	1.9%	3.2%	11.6	-14.6%	-3.7%	-2.5%	x	-13.6%	-1.2
O=c1ccc(Cl)n[nH]1	u	6.3%	-7.1%	-10.9%	7.6	1.6%	3.1%	0.7%	8.0%	6.0%	-3.7
CC(C)NC(=O)CCCC(=O)NC(C)C	4.1%	-5.6%	1.1%	-6.4%	9.7	1.0%	-9.5%	0.6%	-4.5%	2.3%	6.7
COc1ccccc1/C=C/C(=O)OCC(=O)c1c(N)n(C)c(=O)n(C)c1=O	0.2%	7.2%	-3.5%	-3.3%	14.1	-4.0%	2.9%	-1.2%	3.8%	5.7%	3.2
C=CCn1c(N)c(C(=O)NC2CCCCC2)sc1=S	-0.3%	4.7%	-1.1%	17.4%	-2.5	-2.7%	13.2%	0.9%	-18.3%	u	-23.0
Cc1[nH]c(=S)c(C#N)c(C)c1C(=O)Nc1ccccc1	-4.6%	-13.9%	-0.2%	6.3%	-4.9	5.5%	0.6%	-2.5%	0.2%	2.0%	4.6
O=S(=O)(NCC1CCCO1)c1ccc(Cl)c(C(F)(F)F)c1 (stereo not drawn)	-20.2%	2.0%	0.0%	4.0%	4.8	0.6%	-2.2%	-2.9%	17.2%	-6.1%	0.3
C/C(=N\Nc1nc2ccccc2[nH]1)c1ccccn1	-5.6%	x	3.5%	-16.4%	-8.3	x	3.6%	6.8%	5.4%	u	x
Cc1ccc(C(=O)OCC(=O)NC2CCS(=O)(=O)C2)c(C)c1 (stereo not drawn)	-21.2%	x	4.7%	x	x	0.3%	x	x	x	1.9%	6.1
COc1ccc(-n2c(=S)[nH]c3cc(C(=O)NC4CCCCC4)ccc3c2=O)c(OC)c1	-4.8%	-4.9%	4.9%	18.1%	-5.4	-4.7%	x	-0.3%	u	-11.2%	-3.0
O=C(NCC1CCCCC1)c1ccco1	-7.4%	-0.8%	3.0%	-1.7%	11.0	2.3%	-8.7%	0.2%	-6.6%	-4.3%	7.9
Cn1c(C(=O)N2CCN(c3ccccc3)CC2)cc2cc(Cl)ccc21	-28.6%	0.0%[11.5 µM]	0.5%	6.7%	2.3	-16.4%	3.2%	6.3%	u	5.2%	-13.7
C=CCNC(=O)CCCOc1ccc(C)cc1	7.8%	-5.8%	-0.8%	-0.4%	11.9	4.7%	-23.2%	3.3%	8.2%	u	2.5
CN(C)CCCN(C(=O)CCSc1ccccc1)c1nc2cc3c(cc2s1)OCO3	-3.6%	-1.1%	1.4%	2.0%	-9.8	-4.7%	-18.2%	8.4%	-13.9%	u	-1.2
CSc1ncccc1C(=O)NCCc1ccccc1	4.5%	-3.2%	1.3%	u	17.8	5.3%	-0.3%	3.1%	0.9%	-1.3%	5.6
COc1ccc(CNC(=O)c2cc(=O)c3cc(C)ccc3o2)cc1	-0.6%	x	5.3%	-3.4%	-8.3	-0.2%	8.2%	-0.8%	23.8%	u	-2.7
O=C(O)CSc1c[nH]c2ccccc12	14.3%	-6.9%	4.0%	0.0%	-1.0	-0.9%	0.0%	-3.8%	1.4%	-0.4%	2.5
COCCN(CCOC)c1nc(-c2ccccc2)nc2ccccc12	-7.2%	-22.3%	0.4%	1.6%	14.5	3.5%	1.4%	2.4%	8.3%	u	1.3
Cc1c(Cl)cccc1-n1c(SCC(=O)N(C)Cc2ccccc2)nnc1-c1ccncc1	11.0%	-0.5%	-1.1%	-0.1%	2.6	-1.4%	-4.8%	2.2%	0.4%	u	-1.1
Cc1ccc(CNC(=O)CNC(=O)c2ccc(Br)o2)cc1	0.1%	-16.8%	3.0%	0.3%	11.9	3.6%	-2.1%	6.1%	x	2.9%	0.6
CN(C)c1ccc(Nc2nc(N)c3ccccc3n2)cc1	-9.0%	-55.4%	1.8%	-15.4%	-14.3	-0.7%	-5.8%	19.3%	-10.9%	u	23.3
Cc1[nH]n(C(N)=S)c(=O)c1C(c1ccccc1)C(C#N)C#N (stereo not drawn)	5.5%	9.1%	-0.4%	-6.0%	3.9	-2.8%	10.8%	-4.2%	0.5%	u	-16.2
Cc1cc(C)cc(NC(=O)Nc2cnccn2)c1	-2.1%	-1.5%	1.3%	-4.7%	2.5	-0.6%	-7.8%	-2.2%	x	-4.1%	-9.1
CCS(=O)(=O)NC(C)C(c1cccs1)N1CCN(C)CC1 (stereo not drawn)	3.8%	-14.3%	1.5%	1.9%	4.2	2.0%	-4.1%	-3.0%	0.3%	-10.2%	0.0
Cc1sc2nc(C3CC3)nc(SCC(=O)NCc3ccco3)c2c1C	-17.4%	-4.5%	-2.7%	-16.1%	-18.9	-0.9%	40.4%[activator]	0.4%	-9.1%	u	10.4
COC(=O)c1sc2ncccc2c1OCc1ccc(Cl)cc1	13.8%	0.7%	0.9%	1.8%	-8.8	-10.3%	-9.0%	-0.3%	0.0%	6.2%	-3.1
CCc1ccc(N2CC(C(=O)N/N=C/c3cccc([N+](=O)[O-])c3)CC2=O)cc1 (stereo not drawn)	7.6%	-3.4%	0.9%	1.7%	4.6	-4.8%	u	-2.0%	14.8%	-1.3%	26.2
COc1ccc(NC(=O)c2cc([N+](=O)[O-])ccc2NC(=O)CNC2CCCCC2C)c(OC)c1 (stereo not drawn)	15.8%	0.6%	-0.6%	-10.1%	-5.9	-6.6%	18.6%	12.4%	-2.0%	-9.4%	23.6

Compound activity: PubChem, National Center for Advancing Translational Sciences (NCATS)

Only part of the results is shown; count on the stated rates, not on these rows.
